Bcl-B displacement = displacers of TR3 peptide from Bcl-B, primary screen, selectivity assay for Bfl-1 inhibitor project, biochemical, fluorescence polarization. FP displacement of FITC-TR3 peptide from Bcl-B; higher % means a stronger effect. displacement, % at 20 µM; hits with a dose series show IC50 in µM. actives 0.11% (n = 96,000). AID 748;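 active = displacement above 50% at 20 µM plus a fluorescence interference ratio under 1.5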;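 also: plate controls were wells without compound for no effect and wells lacking Bcl-B protein for full effect; a part of the inactive calls stands beside numbers as strong as those of hits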
NFkB transloc pot = enhances IL-1B driven NFkB nuclear translocation; HUVEC IL-1B NFkB p65 nuclear translocation imaging; AID 819; actives 0.3% (n = 94,000); activation, % at 2 µM;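 active = activation above 40%, about the mean plus 3 SD, also judged a hit on visual image review; inconclusive = activation above 40% but not a hit on visual review; inactive = activation not above 40% and no visual hit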;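 also: percent activation is computed from the nuclear over cytoplasmic p65 intensity ratio; values of inactives mirror those of a sister screen read the other way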
PLAP inhibition = PLAP enzyme inhibitors, biochemical, luminescence, HTS (AID 690). purified PLAP, luminescent substrate; higher % means a stronger effect. actives 0.08% (n = 96,000). inhibition, % at 20 µM; hits with a dose series show IC50 in µM; in the data active = a potency from the dose series; inactive = the rest, 99 in 100 with inhibition below about 30%; also: strong numbers were not always called active
NFkB transloc inh = blocks IL-1B driven NFkB nuclear translocation in HUVEC cells; HUVEC IL-1B NFkB p65 nuclear translocation imaging; inhibition, % at 2 µM; actives 0.43% (n = 94,000);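 active = inhibition above about 30% together with a positive call from visual inspection of the well image, limit read from the data; inconclusive = inhibition above a set limit but visual check negative; inactive = inhibition not above a set limit, visual check negative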;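 also: nuclear over cytoplasmic p65 intensity ratio measured by imaging; 0% = IL-1B stimulated DMSO wells and 100% = unstimulated DMSO wells; values of inactives mirror those of a sister screen read the other way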
MRP resist rev = MRP-mediated drug resistance reversal; H69AR cells + 2 uM doxorubicin, CellTiter-Glo, 72 h; actives 0.04% (n = 85,000); differential viability (reversal), % at 10 µM;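 active = viability drop by adding the cancer drug above about 55%, with treated viability meeting a 40% cutoff, limit read from the data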;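 also: viability without doxorubicin minus viability with 2 µM doxorubicin for each compound; larger differential means the compound sensitizes cells more to doxorubicin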
MRP resist rev cytotoxicity = further read-out of MRP resist rev, marked with its call; viability, %; H69AR cells, CellTiter-Glo, 72 h; measured here: cytotoxicity without doxorubicin
MRP resist rev with doxorubicin = second read-out of MRP resist rev, no call of its own (marks repeat the call); viability, %; measured here: viability with 2 uM doxorubicin; stronger effect = lower value
NFkB transloc inh cell count 2 µM = further read-out of NFkB transloc inh, marked with its call; cell count; measured here: cells passing quality filter;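 raw number of nuclei counted in each imaged well without normalization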
NFkB transloc pot cell count 2 µM = second read-out of NFkB transloc pot, no call of its own (marks repeat the call); cell count; measured here: cells passing quality filter
Starred values were filed as active, the others as inactive; ? = inconclusive; . = no result given. Some of the compounds tested; the hit share may differ from the screen's.

1. O=C(Cc1ccc(Br)cc1)N1CCN(Cc2ccccc2)CC1
2. Cn1c(O)c(C=NCCN2CCNCC2)c(=O)n(C)c1=O
3. O=c1cccc2n1CC1CC2CN(c2ncnc3c2cnn3-c2ccccc2)C1 (stereo not drawn)
4. CCOC(=O)c1c(C)n(Cc2ccccc2)c2ccc(OCC(O)Cn3nc(C)nc3C)cc12 (stereo not drawn)
5. CCOC(=O)c1c(N)n(Cc2ccco2)c2nc3ccccc3nc12
6. CC(C)CNC(=O)c1c(N)n(Cc2ccc3c(c2)OCO3)c2nc3ccccc3nc12
7. COc1ccc(CCNCc2ccc(F)cc2)cc1OC
8. Cc1nnc(SCc2nc3ccccc3c(=O)n2-c2ccccc2Cl)n1N
Compound	1	2	3	4	5	6	7	8
Bcl-B displacement	4%	.	-11%	-2%	12%	-9%	0%	-5%
NFkB transloc pot	23	10	.	.	17	2	-12	-14
NFkB transloc pot cell count 2 µM	133	128	.	.	174	149	124	97
PLAP inhibition	-80%	.	-44%	-62%	-20%	-16%	-4%	-4%
NFkB transloc inh	-23	-10	.	.	-17	-2	12	14
NFkB transloc inh cell count 2 µM	133	128	.	.	174	149	124	97
MRP resist rev	-11	8	0	-12	-28	-26	2	6
MRP resist rev cytotoxicity	55	93	88	79	49	26	90	97
MRP resist rev with doxorubicin	67	85	88	91	77	52	88	91

9. Oc1ccc(Cl)cc1CN1CCN(Cc2ccccc2)CC1
10. CCN1C(=O)NC(=O)/C(=C\c2ccc(N3CCOCC3)cc2OC)C1=O
11. Clc1ccc(-c2nc3ccc(Cl)cn3c2CN2CCOCC2)cc1
12. O=c1[nH]c(=O)n(-c2cccc(Cl)c2)c(O)c1/C=N/c1ccccn1
13. COc1cccc(-c2cc(C(F)(F)F)n3nc(C(=O)N4CCC5(CC4)OCCO5)cc3n2)c1
14. CN1C(=O)C(=Cc2ccccc2Oc2ccc(Cl)c(F)c2)C(=O)N(C)C1=O
15. CC(C)CC(NC(=O)C1CCCCC1)C(=O)N1CCC2(CC1)OCCO2 (stereo not drawn)
16. Cc1c(C(=O)N2CCC3(CC2)OCCO3)oc2ccccc12
Compound	9	10	11	12	13	14	15	16
Bcl-B displacement	-5%	2%	-1%	2%	-3%	6%	-4%	1%
NFkB transloc pot	20	-1	-4	18	39	-6	0	2
NFkB transloc pot cell count 2 µM	198	149	194	175	139	180	79	103
PLAP inhibition	17%	-9%	-55%	11%	-39%	3%	-21%	-37%
NFkB transloc inh	-20	1	4	-18	-38	6	0	-2
NFkB transloc inh cell count 2 µM	198	149	194	175	139	180	79	103
MRP resist rev	5	.	.	1	-7	.	13	-7
MRP resist rev cytotoxicity	90	.	.	104	76	.	104	84
MRP resist rev with doxorubicin	85	.	.	103	83	.	91	91

17. C=CCNC(=O)c1c(N)n(Cc2ccco2)c2nc3ccccc3nc12
18. O=C1C2CCCN2C(c2cccs2)N1c1ccccn1 (stereo not drawn)
19. CCOC(=O)C1=C(N)Oc2ccccc2C12C(=O)N(CC(=O)OC)C(CC(=O)OC)=C2C(=O)OC (stereo not drawn)
20. Fc1ccc(CCNCc2ccccc2Cl)cc1
21. Cc1cccc(C2=NCC(=O)N(CC(=O)NCc3ccco3)c3sc4c(c32)CCCC4)c1
22. O=C1NC(=O)N(C2CCCCC2)C(=O)C1C1c2ccccc2C(=O)N1Cc1ccccc1 (stereo not drawn)
23. C=CCn1c(O)c(C(C)=NCc2cc(OC)cc(OC)c2)c(=O)[nH]c1=O
24. O=C(Cc1ccccc1)N1CCN(Cc2c[nH]c3ccccc23)CC1
Compound	17	18	19	20	21	22	23	24
Bcl-B displacement	6%	0%	3%	3%	1%	-3%	4%	-31%
NFkB transloc pot	3	?	10	-15	19	4	-6	-3
NFkB transloc pot cell count 2 µM	158	.	164	148	162	129	92	75
PLAP inhibition	-8%	-15%	-12%	-18%	-59%	-34%	-72%	-70%
NFkB transloc inh	-3	-64	-10	16	-20	-4	6	3
NFkB transloc inh cell count 2 µM	158	141	164	148	162	129	92	75
MRP resist rev	-6	-2	4	.	-20	.	-40	1
MRP resist rev cytotoxicity	54	97	78	.	49	.	38	61
MRP resist rev with doxorubicin	61	99	74	.	70	.	77	60

25. CC(=NCC1CCCO1)c1c(O)n(-c2ccc(Cl)cc2)c(=O)[nH]c1=O (stereo not drawn)
26. CN(C)C1(c2nnnn2CCOC(=O)Nc2ccc(Cl)cc2)CCCCC1
27. CCCSP1(=S)NCCCO1 (stereo not drawn)
28. COc1ccc(CCNCc2ccc(SC)cc2)cc1
29. CN1CCN(CCC(C#N)(c2ccccc2)c2ccccc2)CC1
30. COc1ccc2c(c1)c(C(=O)O)c(C)n2C(C)C
31. O=C1NC(=O)C2(C(=O)N1)C(c1ccc(F)cc1)NC(=S)NC2c1ccc(F)cc1 (stereo not drawn)
32. CCOc1ccc(N=C2SCCCN2C)cc1
Compound	25	26	27	28	29	30	31	32
Bcl-B displacement	-8%	-1%	-7%	-1%	16%	.	6%	.
NFkB transloc pot	-21	3	15	2	-1	4	4	-7
NFkB transloc pot cell count 2 µM	89	109	117	153	90	151	145	105
PLAP inhibition	7%	7%	11%	24%	-37%	.	10%	.
NFkB transloc inh	21	-3	-14	-2	1	-4	-4	7
NFkB transloc inh cell count 2 µM	89	109	117	153	90	151	145	105
MRP resist rev	-5	-18	2	.	12	-9	.	0
MRP resist rev cytotoxicity	95	57	96	.	98	93	.	85
MRP resist rev with doxorubicin	100	75	94	.	86	101	.	85

33. OC1(c2ccccc2F)CC2CCC(C1)N2CCN1CCOCC1 (stereo not drawn)
34. COc1ccc(C(CC(=O)N2CCC3(CC2)OCCO3)NS(=O)(=O)c2ccc(C)cc2)cc1 (stereo not drawn)
35. O=C(CN1CCN(Cc2ccc(Cl)cc2)C1=O)N1CCC2(CC1)OCCO2
36. CN(C)CCN=Cc1c(O)n(C2CCCCCC2)c(=O)[nH]c1=O
37. CC(C)N1CCC2(CC1)NC(CO)(CO)CO2
38. Cc1ccccc1-n1c(O)c(C=Nc2ccc3c(c2)OCO3)c(=O)[nH]c1=O
39. COc1ccc(P2(=O)Nc3ccccc3N2)cc1
40. O=P(/C(=N/O)N1CCOCC1)(N1CCOCC1)N1CCOCC1
Compound	33	34	35	36	37	38	39	40
Bcl-B displacement	1%	-1%	5%	-1%	16%	3%	61%	1%
NFkB transloc pot	-1	-1	19	-4	19	-8	18	11
NFkB transloc pot cell count 2 µM	118	111	156	103	178	76	112	193
PLAP inhibition	-2%	-29%	-26%	-62%	-2%	-11%	2%	18%
NFkB transloc inh	1	1	-19	4	-20	8	-18	-11
NFkB transloc inh cell count 2 µM	118	111	156	103	178	76	112	193
MRP resist rev	-4	-9	3	4	2	-23	-20	-3
MRP resist rev cytotoxicity	100	97	106	88	91	87	47	94
MRP resist rev with doxorubicin	104	106	103	84	90	111	67	97

Compound profiles, from the list above:
Record of `COc1ccc(P2(=O)Nc3ccccc3N2)cc1` → Bcl-B displacement: 61%; NFkB transloc pot: 18; NFkB transloc pot cell count 2 µM: 112; PLAP inhibition: 2%; NFkB transloc inh: -18; NFkB transloc inh cell count 2 µM: 112; MRP resist rev: -20; MRP resist rev cytotoxicity: 47; MRP resist rev with doxorubicin: 67
Record of `CN(C)CCN=Cc1c(O)n(C2CCCCCC2)c(=O)[nH]c1=O` → Bcl-B displacement: -1%; NFkB transloc pot: -4; NFkB transloc pot cell count 2 µM: 103; PLAP inhibition: -62%; NFkB transloc inh: 4; NFkB transloc inh cell count 2 µM: 103; MRP resist rev: 4; MRP resist rev cytotoxicity: 88; MRP resist rev with doxorubicin: 84

New compounds follow:
41. CCC(=NCc1ccco1)c1c(O)n(-c2ccc(C)cc2)c(=O)[nH]c1=O
42. CCn1c(=O)cc(SCC(=O)N2CCC3(CC2)OCCO3)c2ccccc21
43. Cn1c2ccccc2c2c(C(=O)N3CCC4(CC3)OCCO4)cn(C3CCCCC3)c(=O)c21
44. CC(C)C/C(=N/O)c1c[nH]c2ccccc12
45. O=C(c1ccc(Cl)cc1)C12CN3CN(CN(C3)C1)C2
46. Cc1ccc(-n2nc(C)c3c2NC(=O)CSC3c2ccc3c(c2)OCO3)cc1 (stereo not drawn)
47. O=C(CSC1c2ccccc2-c2ccccc21)N/N=C/c1ccccc1O
48. CC(C)(C)c1nc(NCc2ccc3c(c2)OCO3)c2nnn(Cc3ccccc3Cl)c2n1
Compound	41	42	43	44	45	46	47	48
Bcl-B displacement	-16%	-10%	2%	-11%	6%	4%	-5%	.
NFkB transloc pot	-5	14	15	-2	7	.	-4	19
NFkB transloc pot cell count 2 µM	148	151	76	49	115	.	72	155
PLAP inhibition	12%	-19%	-45%	-9%	3%	-41%	-44%	.
NFkB transloc inh	5	-14	-15	-11	-7	.	4	-20
NFkB transloc inh cell count 2 µM	148	151	76	155	115	.	72	155
MRP resist rev	14	13	-17	1	1	1	-17	-15
MRP resist rev cytotoxicity	82	80	51	67	105	96	18	71
MRP resist rev with doxorubicin	69	68	68	66	104	95	34	86

49. O=P(C(c1c[nH]c2ccccc12)N1CCOCC1)(N1CCOCC1)N1CCOCC1 (stereo not drawn)
50. C=Cn1ccnc1P(=S)(c1nccn1C=C)c1nccn1C=C
51. O=c1[nH]c(=O)n(Cc2ccc(F)cc2)c(O)c1C=NCCCO
52. CCC12CN3CCN(CC(C3)/C1=N\O)C2
53. CCC(CC)N1CCN(C(=O)Cc2ccccc2)CC1
54. C=CCN1C(=O)C2(C(C(=O)OCC)=C(N)Oc3ccccc32)c2c1c1ccccc1oc2=O (stereo not drawn)
55. CCN1CCC2(CCNC2)C1 (stereo not drawn)
56. O[C@@H]1CCCC[C@H]1N1CCC(c2ccccc2)CC1
Compound	49	50	51	52	53	54	55	56
Bcl-B displacement	-4%	13%	3%	6%	.	2%	-7%	2%
NFkB transloc pot	7	0	-4	-9	18	7	26	19
NFkB transloc pot cell count 2 µM	114	156	134	119	135	92	204	141
PLAP inhibition	-8%	-23%	18%	12%	.	-31%	-2%	18%
NFkB transloc inh	-5	0	4	10	-18	-7	-26	-19
NFkB transloc inh cell count 2 µM	114	156	134	119	135	92	204	141
MRP resist rev	-1	-3	.	-3	10	30	-1	-9
MRP resist rev cytotoxicity	94	93	.	90	98	96	86	98
MRP resist rev with doxorubicin	95	95	.	93	88	67	87	107

57. COC(=NC1CCCC1)C(O)c1c[nH]c2ccccc12 (stereo not drawn)
58. Nc1ccccc1C(=O)OCCOc1ccccc1
59. NP(=O)(OCC(F)(F)F)Oc1ccccc1 (stereo not drawn)
60. COc1cc(/C=C2\C(=O)NC(=O)N(c3ccccc3)C2=O)cc(OC)c1O
Compound	57	58	59	60
Bcl-B displacement	.	2%	.	-7%
NFkB transloc pot	-3	-11	3	4
NFkB transloc pot cell count 2 µM	191	197	130	166
PLAP inhibition	.	44%	.	12%
NFkB transloc inh	3	10	-2	-4
NFkB transloc inh cell count 2 µM	191	197	130	166
MRP resist rev	-16	2	.	-4
MRP resist rev cytotoxicity	94	74	.	90
MRP resist rev with doxorubicin	110	72	.	94
